TEAD-YAP block – TEAD-YAP interaction inhibition | AID 1259422 | inhibition, % at 9.12 µM | 1.4% of 640,000 active | HEK-TIYL cells, TEAD-Gal4/YAP UAS-luciferase luminescence; in the data active = inhibition above about 32%;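 also: 0% = median of test compound wells and 100% = reference inhibitor wells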
FBW7 activator – human FBW7 E3 ligase activation, primary screen | 0.13% of 650,000 active | normalized activity (activation), % at 26.1 µM | Q969H0 | AlphaScreen FBW7–phospho-cyclin E peptide binding, activator screen; in the data active = normalized activity above about 1.9%;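 also: purified mutant Fbw7 with reduced substrate affinity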
GPR151 ag – activators of human GPR151; PathHunter beta-arrestin GPR151 cells, luminescence; activation, % at 11.2 µM; AID 1508602; 1% of 650,000 active; Q8TDV0; in the data active = activation above about 4.9%;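 also: 0% = median of compound wells and 100% = cells with positive control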
Target sequence (Q8TDV0 whole entry, looked up): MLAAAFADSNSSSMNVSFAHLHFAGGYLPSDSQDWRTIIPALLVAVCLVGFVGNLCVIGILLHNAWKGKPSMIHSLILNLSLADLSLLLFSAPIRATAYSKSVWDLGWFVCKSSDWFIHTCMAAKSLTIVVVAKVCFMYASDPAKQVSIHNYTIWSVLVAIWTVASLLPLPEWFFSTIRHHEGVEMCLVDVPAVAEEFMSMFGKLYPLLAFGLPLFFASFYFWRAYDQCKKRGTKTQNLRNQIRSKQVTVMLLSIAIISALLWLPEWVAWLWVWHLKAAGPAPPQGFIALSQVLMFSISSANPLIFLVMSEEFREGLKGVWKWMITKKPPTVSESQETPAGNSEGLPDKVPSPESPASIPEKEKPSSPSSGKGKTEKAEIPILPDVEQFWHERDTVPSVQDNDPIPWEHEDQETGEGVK
MITF primary – human MITF inhibition, primary screen. AID 1259374. AlphaScreen MITF homodimerization, bead proximity signal. inhibition, % at 2.6 µM. 0.91% of 650,000 active; in the data active = inhibition above about 50%;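 also: 0% = vehicle wells with protein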
Target sequence (O75030 whole entry, looked up): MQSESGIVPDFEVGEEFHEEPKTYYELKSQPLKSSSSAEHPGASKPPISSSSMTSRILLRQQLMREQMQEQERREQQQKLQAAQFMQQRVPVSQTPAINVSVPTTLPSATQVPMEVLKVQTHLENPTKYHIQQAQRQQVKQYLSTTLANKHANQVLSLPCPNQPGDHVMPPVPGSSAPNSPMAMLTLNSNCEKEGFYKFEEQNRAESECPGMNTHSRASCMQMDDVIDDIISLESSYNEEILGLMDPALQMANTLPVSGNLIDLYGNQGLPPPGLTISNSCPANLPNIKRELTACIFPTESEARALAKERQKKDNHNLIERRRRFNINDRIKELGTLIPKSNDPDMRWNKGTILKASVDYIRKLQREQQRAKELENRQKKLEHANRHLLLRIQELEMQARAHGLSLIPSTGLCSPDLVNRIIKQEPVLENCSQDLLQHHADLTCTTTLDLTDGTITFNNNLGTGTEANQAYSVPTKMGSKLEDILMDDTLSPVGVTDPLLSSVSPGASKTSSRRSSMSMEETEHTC
The depositor's hits bear a star. Outcome played no part in choosing rows; overall some 3.4% were active at least once.

SMILES	TEAD-YAP block	FBW7 activator	GPR151 ag	MITF primary
CCN(CC)C(=O)CN(c1cc(C)ccc1C)S(=O)(=O)c1ccc(C)cc1	-5	0.5	0.9	-1
COc1ccccc1C(=O)N/N=C(\C)CC(=O)Nc1ccccc1Cl	-21	0.6	-0.1	7
COCCNC(=O)N1CCN(Cc2ccsc2)CC1	-3	0.9	-0.1	15
CCNc1ccccc1-c1nc2ccccc2[nH]c1=O	-9	0.6	1.5	1
Cc1ccccc1-n1c(C)nc2ccccc21	8	-0.2	2.3	9
O=C(NCc1ccccc1)N1CCCC(N2CCN(c3ccccc3)CC2)C1 (centres undefined)	1	0.2	-1.6	-9
COc1ccccc1-c1nnc(NC(=O)c2ccc([N+](=O)[O-])s2)o1	0	0.1	15*	6
c1ccc(-c2nc(NCCCN3CCOCC3)cc(-c3ccccn3)n2)cc1	15	0.0	1.7	4
CC(C)Sc1nc2sc3c(c2c(=O)n1-c1ccccc1)CCCC3	-6	1.0	1.3	-9
N=C1C(c2nc3ccccc3[nH]2)=C(O)CN1c1ccccc1	-39	-0.1	-0.4	-8
O=C1NN(c2ccccc2)C(=O)/C1=C/c1cccc(Cl)c1Cl	2	0.1	-2.2	5
COc1ccc(Nc2nc(NC(C)(C)C)nc(N3CCCC3)n2)c(OC)c1	3	-0.3	-0.2	14
Cc1sc2ncnc(SCC(=O)Nc3ccc4[nH]c(=O)[nH]c4c3)c2c1C	6	0.1	-0.7	13
Cc1cccc(C)c1NC(=O)Cn1c(=O)oc2cc(S(=O)(=O)N3CCCC3)ccc21	3	-0.3	0.8	5
O=C(NCCOCc1ccccc1)c1ccccc1Cl	-10	0.6	-0.9	20
Cc1[nH]c2ccccc2c(=O)c1C(=O)/C=C/c1ccccc1	93*	-0.2	-0.2	-2
CCNc1ccc(C(=O)OCC(=O)Nc2ncc(C(F)(F)F)cc2Cl)cc1[N+](=O)[O-]	7	0.0	-0.7	0
CC(C)COC(=O)c1cc(N)c(Cl)c(N)c1	-34	0.1	-0.2	3
O=c1cc(-c2ccc3c(c2)OCCO3)oc2ccc([N+](=O)[O-])cc12	-9	0.1	-0.5	10
O=C1c2cnn(-c3ccccc3)c2CCC1Br (centres undefined)	17	0.6	-0.2	-6
COC(=O)c1ccc(Sc2ccc(C)cc2)c(NC(C)=O)c1	-17	-0.1	0.4	3
O=C(CSCc1ccc(F)cc1)N1CCOCC1	-38	0.1	-1.3	-3
CC(=O)c1cccc(NC(=O)C2COc3ccccc3O2)c1 (centres undefined)	-58	0.0	0.4	-14
Cc1noc(C)c1COC(=O)c1ccc(N(C)C)cc1	-8	-0.1	1.3	2
CC(C)CN(Cc1cc2ccccc2[nH]c1=O)C(=O)c1ccco1	5	-0.2	1.1	5
CCN1CCN(C(c2cccs2)C(C)NC(=O)c2cccc(C)c2)CC1 (centres undefined)	7	0.0	0.3	9
O=C(CSc1nc2ccccc2c(=O)[nH]1)Nc1ccc(S(=O)(=O)N2CCCC2)cc1	13	0.3	4.5	16
N#Cc1ccc(NC(=O)CCCOc2ccc(Br)cc2)cc1	-13	0.3	0.1	0
C=CCn1c(=O)c(C(=O)NCc2cccnc2)c(O)c2ccccc21	6	0.2	0.8	3
CSc1ncccc1C(=O)OCC(=O)c1ccc2c(c1)NC(=O)CO2	5	0.0	2.3	-12

Reprinted from above for reference:
SMILES	TEAD-YAP block	FBW7 activator	GPR151 ag	MITF primary
CC(=O)c1cccc(NC(=O)C2COc3ccccc3O2)c1 (centres undefined)	-58	0.0	0.4	-14
Cc1noc(C)c1COC(=O)c1ccc(N(C)C)cc1	-8	-0.1	1.3	2
CC(C)CN(Cc1cc2ccccc2[nH]c1=O)C(=O)c1ccco1	5	-0.2	1.1	5
CCN1CCN(C(c2cccs2)C(C)NC(=O)c2cccc(C)c2)CC1 (centres undefined)	7	0.0	0.3	9

Continued.
SMILES	TEAD-YAP block	FBW7 activator	GPR151 ag	MITF primary
COc1cc(C2NC(=O)NC(C)=C2C(=O)Nc2ccccc2F)ccc1O (centres undefined)	0	-0.2	-1.2	-8
CCOC(=O)c1ccc(-c2ccc(/C=N/N3C(=O)C4C5C=CC(C6CC56)C4C3=O)o2)cc1 (centres undefined)	-68	0.0	-2.1	9
COc1ccc(N=Cc2c(O)[nH]c(=S)[nH]c2=O)cc1OC	2	0.0	7.2*	-5
COc1ccc(Cl)cc1S(=O)(=O)NC(CC(=O)O)c1ccc(F)cc1 (centres undefined)	5	-0.1	-0.7	9
Cc1csc(SCc2cc(=O)c(OC(=O)c3cc([N+](=O)[O-])ccc3Cl)co2)n1	-3	-0.1	0.3	0
C/C(=N\Nc1cccc2cccnc12)c1ccccc1	-6	0.0	-0.3	8
CC1(C)CC(=O)C2=C(C1)OC1=C(C(=O)CC(C)(C)C1)C2c1cccc(OCC(=O)N2CCCCC2)c1	6	0.1	-1.2	8
C=CCn1c2ccccc2c2nnc(SCc3[nH]c(C(=O)OCC)c(C)c3C(C)=O)nc21	-3	-0.1	0.5	-9
CC(C)(C)C(=O)OCCCN1CCCCC1	-4	0.0	-1.1	3
Cc1ccc(NC(=O)COc2ccc(Cl)cc2Cl)cc1N(C)C	-9	-0.1	-0.1	9

Reprinted from the part before: 5 entries; new compounds follow.
SMILES	TEAD-YAP block	FBW7 activator	GPR151 ag	MITF primary
C/C(=N\Nc1cccc2cccnc12)c1ccccc1	-6	0.0	-0.3	8
CC1(C)CC(=O)C2=C(C1)OC1=C(C(=O)CC(C)(C)C1)C2c1cccc(OCC(=O)N2CCCCC2)c1	6	0.1	-1.2	8
C=CCn1c2ccccc2c2nnc(SCc3[nH]c(C(=O)OCC)c(C)c3C(C)=O)nc21	-3	-0.1	0.5	-9
CC(C)(C)C(=O)OCCCN1CCCCC1	-4	0.0	-1.1	3
Cc1ccc(NC(=O)COc2ccc(Cl)cc2Cl)cc1N(C)C	-9	-0.1	-0.1	9
COC(=O)COc1cc2oc(=O)c(C)c(C)c2cc1Cl	1	0.0	1.2	-9
Cc1ccc(C)n1-c1ccc(NS(=O)(=O)c2ccccc2)cc1	6	-0.2	-1.7	-7
Cc1nnc2ccc(N3CCC4(CC3)OCCO4)nn12	-9	0.2	0.4	17
C/C(=C(\C#N)C(=O)NCc1ccccc1)N(C)C	2	0.0	-2.0	10
CCOc1ccc(N2CC(C(=O)Nc3ccc(C)cc3Br)CC2=O)cc1 (centres undefined)	3	0.1	-1.5	5
O=[N+]([O-])c1cc(C(F)(F)F)ccc1SCC(O)CO (centres undefined)	-2	0.0	-1.0	-14
Cn1c(-c2ccc3c(c2)OCO3)cnc1NCc1ccc(F)cc1	-8	0.2	0.6	25
N#CC1(c2ccccc2)CCCN1C(=O)c1ccco1 (centres undefined)	-3	-0.1	0.3	10
Cn1cc(CCC(=O)NC2CCCCC2)c2ccccc21	-6	-0.1	0.4	7
COc1ccc(N2CCN(c3cc(=O)n(-c4ccccc4Cl)c(=O)[nH]3)CC2)cc1	-2	-0.1	-0.6	-5
CC(=O)c1[nH]c(C)c(C(=O)NC2CCCc3ccccc32)c1C (centres undefined)	3	0.0	-0.6	1
Cc1cccc(NC(=O)CCCCCn2c(=O)[nH]c3ccsc3c2=O)c1C	13	0.0	0.8	10
O=c1c2cnn(-c3ccccc3)c2nc(Cc2ccccc2)n1-c1cccc2ccccc12	-10	-0.1	-0.6	2
Cc1c(Cl)cccc1NC(=O)c1cc(S(=O)(=O)N2CCc3ccccc32)ccc1F	-10	0.2	3.1	2
Cc1cccc(C)c1NC(=O)CSC1=NCCS1	4	0.0	0.4	-2
CCOC(=O)C1(CCCc2ccccc2)CCN(C(=O)C2=NNC(=O)CC2)CC1	-2	-0.1	2.5	3
C=CCN1C(=O)C(C)(C)COc2ccc(NC(=O)c3ccccc3OC)cc21	-2	0.0	-0.1	21
Cc1cccc(NC(=O)CSc2nc(-c3ccccc3)c(C#N)c(=O)[nH]2)c1C	7	0.1	-0.7	6
N#C/C(=C\c1ccc2c(c1)OCO2)C(=O)Nc1ccccc1C(=O)O	-10	0.5	0.4	10
Cc1cccc(N2CCN(C(=O)c3ccc(=O)[nH]c3)CC2)c1C	-1	0.0	-0.5	12
CCn1c(=S)sc2c(=O)n(C)cnc21	-12	0.1	2.6	-1
COc1ccc(C(=O)CN2C3=NCCCN3c3ccccc32)cc1	-5	0.3	0.8	-11
CC(=O)Nc1ccc(Nc2ccnc(NCCN3CCOCC3)n2)cc1	4	-0.1	2.4	13
O=C(C1CCN(Cc2ccccc2)CC1)N1CCN(c2ccccc2F)CC1	10	0.1	0.0	46
O=C(CN1CCN(S(=O)(=O)c2ccc(Br)cc2)CC1)Nc1cccc(C(F)(F)F)c1	9	0.1	3.9	12
CCCN1CCN(c2nc3c(c(=O)[nH]c(=O)n3C)n2Cc2cccc(Cl)c2)CC1	-18	0.0	0.1	0
CCCCc1ccc(-n2c(C)cc(/C=C3/NC(=O)NC3=O)c2C)cc1	6	-0.1	-1.7	2
O=C1c2ccccc2C(=O)N1c1ccc(N2C(=O)C3C4CCC(C4)C3C2=O)cc1 (centres undefined)	-4	0.0	0.8	-7
O=C1/C(=C\c2ccc(-c3cccc([N+](=O)[O-])c3)o2)SC(=Nc2ccccc2)N1c1ccccc1	5	0.2	-0.1	4
Cc1ccnc(SCC(=O)/C=C2\N(C)c3ccccc3C2(C)C)n1	-6	-0.2	0.0	0
Cc1ccc(S(=O)(=O)N(CC(=O)N2CCCC2)c2ccc(Cl)cc2C)cc1	2	0.0	0.3	0
Cn1c(=O)[nH]c(=O)c2c1nc1n(-c3ccccc3Cl)c(-c3ccccc3)cn21	-7	0.2	0.3	25
COc1ccccc1CNC(=O)c1cnn2c(C)c(Cc3ccccc3)c(C)nc12	-14	0.1	-0.3	1
O=[N+]([O-])c1ccc(O)c(/C=N/Nc2ccc(-n3ccnc3)nn2)c1	1	-0.1	1.8	-1
COCCN(C(=O)Cc1ccsc1)C(C(=O)NC1CCCCC1)c1ccc(F)cc1 (centres undefined)	-6	1.4	-0.3	-4
CC12CC3CC(C)(C1)CC(CNC(=O)Nc1ccccc1)(C3)C2	10	0.0	-0.9	29
CC12CN(Cc3ccccc3)CC(C)(CN(Cc3ccccc3)C1)C2=O	8	0.0	0.9	-14
COc1cc(C(=S)N2CCOCC2)cc(Cl)c1OCC(=O)Nc1ccccc1F	1	-0.1	1.6	-8
Cc1ccc2ncc(C(=O)N(C)c3ccccc3)c(=O)n2c1	-2	1.0	-2.3	22
COc1ccc2[nH]c3c(c2c1)CCN(C=O)C31CCCN(CCc2ccc3c(c2)OCO3)C1 (centres undefined)	-2	-0.2	0.8	10

Reprinted from the part before: 2 entries; new compounds follow.
SMILES	TEAD-YAP block	FBW7 activator	GPR151 ag	MITF primary
Cc1ccc2ncc(C(=O)N(C)c3ccccc3)c(=O)n2c1	-2	1.0	-2.3	22
COc1ccc2[nH]c3c(c2c1)CCN(C=O)C31CCCN(CCc2ccc3c(c2)OCO3)C1 (centres undefined)	-2	-0.2	0.8	10
Cn1c2ccccc2c(=O)c2ccccc21	-38	0.0	0.1	-6
CCOC(=O)C1=C(OCc2ccc(Cl)cc2)C2C=C(C)C=CC2N=C1 (centres undefined)	1	0.0	0.1	-6
O=c1oc2ccccc2cc1-c1nnc(NCc2ccco2)s1	-53	0.0	-1.1	-9
O=C(c1ccccc1)c1cc(S(=O)(=O)N2CCOCC2)cs1	-5	-0.1	-0.5	-8
c1sc(NC23CC4CC(CC(C4)C2)C3)nc1C12CC3CC(CC(C3)C1)C2	-2	-0.1	1.7	-5
CCOc1ccc(NC(=O)C23CCC(C)(C(=O)C2)C3(C)C)cc1 (centres undefined)	-28	-0.1	-0.6	5
Cc1ccc(NC(=O)CSc2nc3c(sc(=S)n3-c3ccccc3C)c(=O)n2-c2ccccc2)cc1Cl	-2	0.0	-0.1	0
Cc1ccccc1-n1nc2c(c1NC(=O)c1c(F)cccc1F)CSC2	9	-0.2	-0.9	-7
CC(=O)Nc1ccc(NC(=O)c2ccnc(NC3CCN(Cc4ccccc4)CC3)c2)cc1	-5	-0.1	0.8	7
Brc1c(CSc2nncn2-c2ccccc2)nc2ccccn12	-6	0.0	-0.3	-14
CCOc1ccc(S(N)(=O)=O)cc1-c1nc2c(C(C)(C)C)nn(C)c2c(=O)[nH]1	-5	0.4	-1.3	0
COc1ccc(C(=O)NC2CC2)cc1OC1CCN(CC2CC2)CC1	5	-0.1	0.7	3
CCC(C)(C)NC(=O)c1cc(OC)c(C)c(OC)c1	4	-0.3	2.2	-4
COc1ccccc1CN1CCNC(=O)C1CC(=O)N1CCc2ccccc2C1 (centres undefined)	3	-0.1	0.2	-2
COc1cc(C2C(C(=O)OC3CCCCC3)=C(C)NC3=C2C(=O)CCC3)ccc1OCc1ccccc1 (centres undefined)	1	-0.1	0.1	2
COC(=O)CC1SC(=O)NC1=Nc1ccc(O)cc1 (centres undefined)	-6	0.0	-0.6	3
COc1ccc(C(=O)N=c2nc3ccccn3s2)cc1	70*	0.2	-6.7	11
CC(=O)c1ccc(N=Cc2nc(-c3ccccc3Br)oc2O)cc1	2	0.1	1.3	18
O=C(CC(NS(=O)(=O)c1ccc(Br)cc1)c1cccs1)NCc1ccc(Cl)cc1 (centres undefined)	3	0.1	-0.3	-19
NC(=O)c1cc2ccccc2o/c1=N\NC(=O)c1ccccc1Nc1ccccc1	9	0.9	-0.7	17
CCn1ccnc1N1CCN(CC(=O)NCc2ccccc2)CC1	8	-0.5	0.1	-2
COc1cc(C(=O)O[C@@H]2CC3CC[C@]2(C)C3(C)C)ccc1O	-9	0.0	2.4	0
CN1CCN(CCOCCOc2ccccc2[N+](=O)[O-])CC1	3	-0.1	-0.2	78*
CC1CCc2c(sc(NC(=O)CSc3nnc4ccccn34)c2C#N)C1 (centres undefined)	-2	-0.1	1.2	-3

High-throughput results deposited in PubChem by The Scripps Research Institute Molecular Screening Center.
